High-throughput results (PubChem BioAssay)
SENP6 block = SENP6 protease inhibitors, primary screen, biochemical, luminescence, uHTS | Sentrin-specific protease 6 (Homo sapiens), Q9GZR1 | Recombinant SENP6 catalytic domain, aminoluciferin luminescence | inhibition, % at 10 µM | 330,000 tested, 1.8% active | AID 2599, 2010;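 active = inhibition above about 50% at the single tested dose, limit read from the data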;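 also: plate controls were DMSO wells with enzyme for no effect and DMSO wells lacking enzyme for full effect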
Target sequence (Q9GZR1 628-1112 limits assumed): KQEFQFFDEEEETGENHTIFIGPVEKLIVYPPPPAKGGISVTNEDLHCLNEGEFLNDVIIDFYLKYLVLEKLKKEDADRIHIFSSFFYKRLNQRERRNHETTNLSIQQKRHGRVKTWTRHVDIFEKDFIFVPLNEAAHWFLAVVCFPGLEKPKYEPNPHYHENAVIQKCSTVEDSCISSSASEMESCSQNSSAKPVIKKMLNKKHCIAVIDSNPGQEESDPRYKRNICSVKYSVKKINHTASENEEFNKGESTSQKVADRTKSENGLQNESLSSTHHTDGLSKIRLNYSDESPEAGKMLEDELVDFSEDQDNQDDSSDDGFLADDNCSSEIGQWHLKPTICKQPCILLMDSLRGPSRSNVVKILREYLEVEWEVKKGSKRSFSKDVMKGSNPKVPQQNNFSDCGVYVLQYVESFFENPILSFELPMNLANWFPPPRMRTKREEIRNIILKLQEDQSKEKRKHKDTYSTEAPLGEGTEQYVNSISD
SENP8 block-1 = SENP8 protease inhibitors, primary screen, biochemical, luminescence; Sentrin-specific protease 8 (Homo sapiens), Q96LD8; purified SENP8, Z-RLRGG-aminoluciferin cleavage; inhibition, % at 10 µM; 330,000 tested, 1.2% active; AID 2540, 2010; in the data active = inhibition above about 50%
Target sequence (Q96LD8 whole entry, looked up): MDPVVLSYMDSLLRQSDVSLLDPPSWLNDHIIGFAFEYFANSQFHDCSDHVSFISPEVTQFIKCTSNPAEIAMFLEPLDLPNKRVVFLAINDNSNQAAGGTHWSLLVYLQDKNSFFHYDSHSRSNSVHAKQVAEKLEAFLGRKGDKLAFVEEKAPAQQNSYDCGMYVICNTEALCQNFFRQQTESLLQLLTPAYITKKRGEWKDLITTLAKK
SENP7 block = SENP7 protease inhibitors, primary screen, biochemical, luminescence, uHTS | inhibition, % at 5 µM | Sentrin-specific protease 7 (Homo sapiens), Q9BQF6 | AID 434973, 2010 | 330,000 tested, 1.5% active | recombinant SENP7, Z-RLRGG-aminoluciferin luminescence, 40 min;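 active = inhibition above about 50% at the single test dose, limit read from the data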;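 also: plate controls were DMSO with enzyme for no effect and no enzyme buffer wells for full effect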
SENP8 block-2 = human SENP8 protease inhibitors, primary screen, biochemical, fluorescence, Nedd8 protein substrate, uHTS. recombinant SENP8. inhibition, % at 20 µM. AID 602440, 2012. Sentrin-specific protease 8 (Homo sapiens), Q96LD8. 360,000 tested, 0.64% active; in the data active = inhibition mostly above about 40%, no sharp cut-off; inactive = mostly below about 27%
SENP1 inh = human SENP1 catalytic domain inhibitors, primary screen, biochemical, FRET, uHTS | recombinant SENP1 catalytic domain, CyPet-SUMO1-YPet FRET cleavage | AID 624204, 2012 | Sentrin-specific protease 1 (Homo sapiens), Q9P0U3 | inhibition, % at 10 µM | 360,000 tested, 0.21% active;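 active = inhibition at least 30% at 10 µM, raw YFP signal under a set limit, fluorescence ratio 0.5 to 1.5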;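 also: 0% = enzyme with DMSO and 100% = no enzyme wells; some results filed as inactive read as strong as hits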
Target sequence (Q9P0U3 419-644 limits assumed): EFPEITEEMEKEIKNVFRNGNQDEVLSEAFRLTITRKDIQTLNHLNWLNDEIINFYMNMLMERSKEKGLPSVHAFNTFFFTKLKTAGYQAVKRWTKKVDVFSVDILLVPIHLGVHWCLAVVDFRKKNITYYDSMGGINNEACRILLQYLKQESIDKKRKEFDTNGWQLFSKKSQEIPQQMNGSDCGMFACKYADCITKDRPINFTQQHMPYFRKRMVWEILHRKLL
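Assay system – human recombinant His6-tagged SENP1 catalytic domain enzyme · Input – SENP1 enzyme, 20 pM final · Buffer or medium – Tris pH 8 buffer plus EDTA, NaCl, BME, BSA, NP40, catalase · Schedule – 50 min reaction at room temperature · Technique – FRET read of cyan and yellow fluorescence · Control set – no-enzyme wells low, DMSO-plus-enzyme wells high control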
PfGluPho inh = PfG6PD enzyme inhibitors, primary screen, biochemical, fluorescence intensity, uHTS; PfGluPho enzyme, NADPH resazurin-diaphorase fluorescence; glucose-6-phosphate dehydrogenase-6-phosphogluconolactonase (Plasmodium falciparum 3D7); inhibition, % at 20 µM; AID 504690, 2011; 350,000 tested, 0.78% active;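 active = inhibition reaching at least a set limit at 20 µM in the primary screen, cut at about 59% in these data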;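 also: 0% = DMSO wells with substrate and 100% = DMSO wells lacking glucose-6-phosphate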
HKDC1 inh = HKDC1 hexokinase inhibitors, primary screen, biochemical, fluorescence, uHTS; Q2TB90; recombinant HKDC1, G6PDH/diaphorase resazurin coupled fluorescence; inhibition, % at 20 µM; 340,000 tested, 0.16% active;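 active = inhibition above about 35% when tested at 20 µM, limit read from the data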;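 also: plate controls were DMSO wells with enzyme for no effect and DMSO wells lacking enzyme for full effect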
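Assay system: in-house recombinant HK5 (HKDC1) enzyme. Input: HKDC1 at 5 µg/mL. Medium: Tris pH 8.0 buffer with MgCl2, Tween-20, BSA, BME. Dosing: single 20 µM dose. Schedule: 90 min reaction incubation at room temperature, dark. Signal: resazurin-to-resorufin fluorescence via G6PDH and diaphorase coupling, 525/613 nm. Controls: DMSO-enzyme wells negative, buffer-substituted wells positive.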
Apaf-1 inh = inhibitors of human Apaf-1 apoptosome, primary screen, biochemical, DEVD-Rh110 fluorescence, uHTS; AID 489030, 2010; reconstituted apoptosome caspase-3 activity; inhibition, % at 20 µM; 330,000 tested, 0.71% active; Apoptotic protease-activating factor 1 (Homo sapiens), O14727; active = inhibition of at least 40% at 20 µM;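 also: plate controls were DMSO wells for no effect and DEVD-CHO caspase inhibitor wells for full effect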
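Medium: Hepes buffer, pH 7.5 / System: biochemical Apaf-1 apoptosome reconstitution / Measured by: Rh110 fluorescence, excitation 480 nm, emission 540 nm / Times: compound with Apaf-1, dATP, procaspase-3 30 min, then 50 min reaction, room temperature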
* hit, by the source's call; i = inactive; · = no result given; & = joins results of further samples.

SMILES	SENP6 block	SENP8 block-1	SENP7 block	SENP8 block-2	SENP1 inh	PfGluPho inh	HKDC1 inh	Apaf-1 inh
COC(=O)COc1ccc(S(=O)(=O)Nc2cc([N+](=O)[O-])ccc2C)cc1	-24	-8	7	1	1	-1	-3	11
O=C(N/N=C/c1cccc(Br)c1)C1CC(=O)N(c2ccccc2)C1 (configuration not stated)	26	0	6	10	1	73*	1	4
O=C(c1cc2ccccc2c(=O)o1)N1CCCc2ccccc21	-13	3	2	38	-2	-13	-9	-2
COc1cc(OC)cc(C(=O)NCC(=O)NCc2ccccn2)c1	0	-4	4	-4	1	14	-2	-3
NS(=O)(=O)c1cc(C(=O)OCC(=O)Nc2ccc3c(c2)OCO3)ccc1Cl	3	-9	-7	6	0	3	-1	6
CN1CCc2c(n(CC(O)CN3C(=O)c4ccccc4S3(=O)=O)c3ccccc23)C1=O (configuration not stated)	·	·	·	-6	-1	6	-10	·
CC1CCCCN1CCNc1nc(=S)[nH]c2ccccc12 (configuration not stated)	-5	-3	-2	-7	-40	8	-1	-13
CCOC(=O)CN1CC23C=CC(O2)C(C(=O)Nc2ccc(F)cc2)C3C1=O (configuration not stated)	-14	-6	-2	19	3	-23	-6	14
CCCCC(C)n1[nH]c(=O)c2c(C)cc(C)nc21 (configuration not stated)	-6	-7	-3	-221	10	17	0	-16
CCCCn1c(N)c(N(CC(C)C)C(=O)CSC(C)C(=O)Nc2cc(C)on2)c(=O)[nH]c1=O (configuration not stated)	0	1	1	-4	-8	-2	-3	2
COc1cc(/C=N/NC(=O)CCC(=O)Nc2ccc(F)cc2)ccc1O	1	-1	2	0	2	-2	-6	-4
CCc1cccc(C)c1NC(=O)c1cc(-c2ccncc2)nc2ccccc12	-10	-7	-6	-8	20	-3	1	19
COc1cc(C(Nc2ccccn2)c2c(NC(=O)c3ccco3)sc(C)c2C)cc(OC)c1OC (configuration not stated)	-1	-1	1	-8	-47	2	-5	0
CN(Cc1ccccc1)C(=O)C1CCCN1S(=O)(=O)c1ccc(Cl)cc1 (configuration not stated)	-10	-7	-8	21	3	-9	5	-2
Cc1nn(S(=O)(=O)c2ccc(F)cc2)c(C)c1S(=O)(=O)N1CCOCC1	7	2	-2	9	2	3	-1	-1
C=C1C[C@]23C[C@@]1(O)CC[C@H]2[C@@]12C=C[C@H](O)[C@@](C)(C(=O)O1)[C@H]2[C@@H]3C(=O)O	-10&8	2&15	4&10	7&9	2&-1	12&12	-2&2	-9&-10
CC(C)(C)c1nc2c(Br)cc(Br)cc2c(=O)o1	-5	-1	-5	10	0	29	11	-25
O=C(NCC1CCN(Cc2cccc(Cl)c2)CC1)Nc1ccccc1Cl	13	-1	5	20	0	-3	1	-2
Cc1occc1C(=O)NNC(=O)c1ccccc1F	4	-4	4	16	1	-16	-12	7
CCOc1cc(C)c(Cl)cc1S(=O)(=O)NCC1CCCO1 (configuration not stated)	-22	4	-2	16	4	-17	7	-12
Cc1ccn2c(/C=N/OCc3ccc(F)cc3)c(-c3ccc(Cl)cc3)nc2c1	-4	6	5	i	0	1	2	22
CCOC(=O)c1cc(-c2ccccc2)sc1NC(=O)C(C)Sc1nnnn1C (configuration not stated)	5	-6	-6	-13	-1	5	2	29
COc1ccccc1-c1cc(C(F)(F)F)nc(S(=O)(=O)CCCC(=O)N2CCCCC2C)n1 (configuration not stated)	-15	2	1	i	1	3	1	-4
O=C(COC(=O)/C=C/c1cccc(Cl)c1)Nc1ccccc1-c1ccccc1	5	-4	-3	·	·	·	·	13
O=C1C2C3C=CC(C3)C2C(=O)N1CCN1CCN(S(=O)(=O)c2ccc3ccccc3c2)CC1 (configuration not stated)	-10	4	9	15	0	-13	-1	5
CCN(CC(=O)NCc1cccs1)c1nnnn1-c1ccccc1	1	2	-4	6	2	15	0	-4
CC(=O)C1C(c2ccc(Cl)cc2)NC(=O)NC1(O)C(F)(F)F (configuration not stated)	-1	-1	-1	5	1	-13	0	-4
CC(Sc1nc2ccccc2c(=O)n1CC1CCCO1)C(=O)N(C)c1ccccc1 (configuration not stated)	-1	-2	-2	17	-1	-2	-5	-3
Cc1[nH]c2ccccc2c1C(c1ccncc1)N1CCN(c2ccccn2)CC1 (configuration not stated)	23	-3	8	7	-2	-6	3	13
COCCCNC(=O)Cc1ccccc1OC	1	2	-5	0	0	-12	-4	-2

Limited to SENP1 inh and SENP6 block (two entries from above):
canonical_smiles	SENP1 inh	SENP6 block
Cc1[nH]c2ccccc2c1C(c1ccncc1)N1CCN(c2ccccn2)CC1 (configuration not stated)	-2	23
COCCCNC(=O)Cc1ccccc1OC	0	1

An excerpt from above in order of the HKDC1 inh value, falling.
| smiles | HKDC1 inh |
| --- | --- |
| Cc1ccn2c(/C=N/OCc3ccc(F)cc3)c(-c3ccc(Cl)cc3)nc2c1 | 2 |
| Cc1nn(S(=O)(=O)c2ccc(F)cc2)c(C)c1S(=O)(=O)N1CCOCC1 | -1 |
| COc1cc(OC)cc(C(=O)NCC(=O)NCc2ccccn2)c1 | -2 |

Remaining list, next part
SMILES	SENP6 block	SENP8 block-1	SENP7 block	SENP8 block-2	SENP1 inh	PfGluPho inh	HKDC1 inh	Apaf-1 inh
Nc1ccccc1C(=O)NCCN1CCNC1=O	-39	-4	-6	-445	3	-2	-7	-12
CC(C)N=C(NS(=O)(=O)c1ccc(Br)cc1)c1ccc(Cl)cc1	-17	-9	3	10	4	-2	-5	5
O=C(O)c1oc2ccccc2c1-n1cccc1	-14	-5	-4	9	2	-4	-3	0
CCOC(=O)c1[nH]ncc1CN1CCCC(C(=O)c2ccc(C(C)(C)C)cc2)C1 (configuration not stated)	7	3	7	9	-1	16	2	13
COc1ccc(Cl)cc1NC(=O)CSC1=NN2CCCC(=O)N=C2S1	-20	4	4	2	0	14	14	-3
O=c1[nH]c(Nc2ccccc2)cc2ccccc12	89*	96*	94*	-414	12	5	13	96*
CS(=O)(=O)N(CC(=O)NCCSCc1c(F)cccc1Cl)c1cccc([N+](=O)[O-])c1	-17	5	-2	24	0	-16	-8	-4
COc1ccc(-n2c(SCC(=O)N(C)C3CCS(=O)(=O)C3)nc3ccc(O)cc3c2=O)cc1OC (configuration not stated)	5	3	-5	-64	0	16	-6	-11
Cc1ccc(S(=O)(=O)Oc2ccc(/C=C(/NC(=O)c3ccccc3)C(=O)NCCCC(=O)O)cc2)cc1	-18	-10	-9	13	-1	-6	0	4
Cc1cc(C(=O)N(NC(=O)C(C)C)c2ccccc2)cs1	1	4	0	5	3	3	-4	0
O=C(NCCn1cc(SCc2ccc(F)cc2)c2ccccc21)c1ccccc1F	-6	6	-1	15	2	77*	1	5
O=C(Nc1ccccc1Cl)Oc1ccc(-c2ccccc2)cc1	-8	-13	-10	22	2	3	-7	11
CCOc1ccc(C(=O)Nc2ccc(S(=O)(=O)N3CCN(C)CC3)cc2)cc1	6	-2	5	0	0	-16	2	-7
Cc1c(Br)c([N+](=O)[O-])nn1C(C)C(=O)NCC1CCCO1 (configuration not stated)	-6	1	-3	14	2	11	-4	-25
O=S(=O)(N/N=C\c1cn(-c2ccccc2)nc1-c1ccccc1)c1ccccc1	8	10	1	13	1	-8	2	3
Cc1cc(C)c(S(=O)(=O)c2ccccc2C)c(OCC(C)(C)C)n1	1	0	-7	13	2	-10	1	13
CCOc1ccc(NC(=O)CN2CCN(c3ccc(F)cc3)CC2)cc1	-15	4	14	-3	0	-17	1	3
CCOC(=O)C1CCN(c2ccc(C(=O)O)cc2[N+](=O)[O-])CC1	-8	-2	6	4	3	-19	-6	3
CCOc1ccc(N2C(=O)CS/C2=C(\C(Cl)=C(Cl)Cl)[N+](=O)[O-])cc1	-12	-4	5	22	12	-4	3	10
Cc1nnc(CN(C)Cc2cn[nH]c2-c2ccc(-c3ccccc3)cc2)o1	-2	-3	-5	14	2	-2	-2	1
O=C(NCc1cccc(Cl)c1)c1ccc(CS(=O)Cc2ccc(Cl)cc2)o1 (configuration not stated)	-1	-24	-2	14	1	-4	0	10
O=C(c1cccc(F)c1)N1CCCC(C(=O)N2CCN(c3ccccc3)CC2)C1 (configuration not stated)	-16	-12	1	7	2	-19	1	0
Cc1cc(C)c(OCC(=O)Nc2ccc(S(=O)(=O)N3CCOCC3)cc2)c(C)c1	-6	0	-1	4	-4	17	-4	19
CCC(c1nnc(SCC(=O)Nc2ccc(C(=O)Nc3ccccc3OC)cc2)o1)N(C)C (configuration not stated)	-14	-9	-2	4	3	-1	-4	-9
O=C(NCc1ccc(Cl)cc1)c1ccc(Cl)cc1[N+](=O)[O-]	-18	-6	-3	22	4	-14	4	3
O=Cc1cn(-c2ccccc2)nc1-c1ccncc1	-5	7	4	6	1	-1	-1	-15
CCOC(=O)c1c(NC(=O)CSc2ncnc3[nH]ncc23)sc2c1CCC(C)C2 (configuration not stated)	-15	-9	-6	-5	-1	-6	5	5
CCCNC(=O)C1CC(c2ccccc2[N+](=O)[O-])=NO1 (configuration not stated)	9	0	-2	-10	0	9	7	-6
CC(=O)c1c(C)nc(-c2ccc3c(c2)OCO3)n1O	6	1	6	19	2	16	-6	-8
Clc1ccc(-c2cc(COc3ccccc3)no2)cc1Cl	-10	-24	-5	18	0	10	1	13
COc1ccc(NC(=S)N(Cc2ccc(C)cc2)Cc2ccccn2)cc1	-7	4	5	15	2	0	-4	4
CN(C)S(=O)(=O)c1ccc(NC=C(C#N)C#N)cc1	-5	8	14	-160	-104	-1	-3	-26
CC(=O)[C@]1(O)Cc2c(O)c3c(c(O)c2[C@@H](O[C@H]2C[C@H](N)[C@H](O)[C@H](C)O2)C1)C(=O)c1ccccc1C3=O	9	13	1	·	·	-24	8	47*
N#C/C(C(=O)NCc1ccccc1)=C1/N=C(NC(=O)c2cccs2)c2ccccc21	-8	2	4	-33	-60	-1	-9	-3
Cc1ccc(C)c(N2N=C(C(=O)Nc3cccnc3)CCC2=O)c1	-7	1	20	5	0	-12	-1	-1
O=C(Nc1ccc2oc(-c3cccc4ccccc34)nc2c1)c1ncn[nH]1	-16	-11	-1	i	-2	9	-7	12
Cc1nn(-c2ccc(Cl)cc2)c2sc(C(=O)c3c(N)n(C)c(=O)n(C)c3=O)cc12	-4	-9	-9	-36	-24	-8	-1	0
CN(CC(=O)Nc1ccc(F)cc1)C(=O)COC(=O)CNC(=O)c1sc2ccccc2c1Cl	-16	-2	-2	4	1	-11	7	5
O=C(c1cc2sccc2n1Cc1ccccc1)N1CCN(c2nc3ccccc3s2)CC1	-1	4	-5	16	-4	1	5	17
